TRPC4 block = blocks the mouse TRPC4 cation channel; Q9QUQ5; HEK293 TRPC4beta/mu-opioid, DAMGO-evoked Fluo4 calcium flux; active compounds read low; B-score at 10 µM; 300,000 tested, 0.39% active;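 active = B-score over 3 SD under the library average, no early fluorescence shift, positive overall ratio signal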
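Test system – stable TRPC4beta/mu-opioid receptor HEK293 cells · Probe or stimulus – DAMGO, a submaximal dose followed by a maximal one · Dosing – one concentration per compound · Signal – Fluo4 calcium fluorescence by kinetic imaging, 5 s 1 Hz baseline · Evaluation – per-well B score of integrated baseline-normalized Fluo4 ratio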
TRPC6 activator = activators of mouse TRPC6 channel; Q61143; HEK293-TRPC6 membrane potential dye fluorescence; active compounds read high; B-score at 10 µM; 310,000 tested, 0.13% active; AID 2550;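 active = B-score of the integrated fluorescence ratio above library mean plus 3 SD, and starting fluorescence ratio within library mean plus 5 SD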;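 also: higher score means more depolarization so channel activation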
Target sequence (Q61143 whole entry, looked up): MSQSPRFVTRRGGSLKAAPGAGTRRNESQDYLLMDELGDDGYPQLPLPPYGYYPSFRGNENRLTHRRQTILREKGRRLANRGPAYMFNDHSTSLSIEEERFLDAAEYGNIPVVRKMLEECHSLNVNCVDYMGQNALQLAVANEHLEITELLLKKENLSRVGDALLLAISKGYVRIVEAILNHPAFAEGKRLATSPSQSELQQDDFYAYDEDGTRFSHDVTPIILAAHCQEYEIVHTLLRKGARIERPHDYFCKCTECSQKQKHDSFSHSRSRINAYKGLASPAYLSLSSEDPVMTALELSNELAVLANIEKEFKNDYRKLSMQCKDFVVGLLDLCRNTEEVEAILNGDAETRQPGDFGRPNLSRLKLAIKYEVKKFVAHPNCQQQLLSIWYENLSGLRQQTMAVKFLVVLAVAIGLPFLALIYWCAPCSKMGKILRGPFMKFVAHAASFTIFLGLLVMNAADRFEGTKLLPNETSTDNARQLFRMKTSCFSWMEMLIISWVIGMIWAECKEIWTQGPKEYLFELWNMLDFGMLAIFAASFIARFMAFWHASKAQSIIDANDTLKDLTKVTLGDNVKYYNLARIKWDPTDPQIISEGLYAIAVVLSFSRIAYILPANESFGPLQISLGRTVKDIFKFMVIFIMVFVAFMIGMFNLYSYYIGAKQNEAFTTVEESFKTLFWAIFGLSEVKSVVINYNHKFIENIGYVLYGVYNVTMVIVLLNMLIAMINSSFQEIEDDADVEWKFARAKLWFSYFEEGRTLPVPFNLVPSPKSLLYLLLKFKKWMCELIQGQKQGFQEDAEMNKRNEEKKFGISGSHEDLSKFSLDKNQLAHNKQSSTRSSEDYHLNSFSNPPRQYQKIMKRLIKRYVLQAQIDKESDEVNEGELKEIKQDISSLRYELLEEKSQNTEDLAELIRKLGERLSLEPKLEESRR
TMEM16A act = activators or potentiators of mouse TMEM16A chloride channel | HEK293 TMEM16A/YFP-H148Q/I152L, iodide quench fluorescence; active compounds read low | B-score at 10 µM | 340,000 tested, 0.3% active;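 active = fluorescence-ratio B-score plate-corrected deviation score at least 3 library SD below zero, with starting fluorescence score within 5 deviations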;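 also: channel opened by trigger with iodide after compound preincubation; score built on the fluorescence ratio of max minus min over baseline; more negative score means more quench and so TMEM16A activation or potentiation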
MrgX1 agonist = activates human MrgX1 receptor signaling; B-score at 10 µM; 310,000 tested, 0.44% active; Q96LB2; MrgX1-HEK293 cells, Fluo-4 calcium fluorescence, agonist mode; active compounds read high;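 active = calcium response B-score plate-corrected fluorescence ratio at least 3 library SD, with starting fluorescence B-score inside 5 SD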
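times = overnight plating, then 30 min 37 °C plus 30 min room-temperature dye loading | assay system = stable human MrgX1 HEK293 cell line | input = fifteen thousand cells per well | signal = kinetic calcium dye fluorescence, Fluo-4 NW | dosing = compound delivered in addition one of three | read-out = B-scored fluorescence response ratio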
TRPC4 PAM = TRPC4 (mouse) allosteric potentiation | Q9QUQ5 | HEK293 TRPC4beta/mu-opioid, DAMGO EC20, Fluo-4 Ca2+ flux; active compounds read high | B-score at 10 µM | 310,000 tested, 0.42% active;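 active = B-score of calcium response area above 5 SD of library B-scores, with initial fluorescence ratio within 5 SD of library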;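 also: B-score of integrated fluorescence ratio over time as area under calcium response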
MrgX1 PAM = human MrgX1 positive allosteric modulation, primary screen; Q96LB2; MrgX1-HEK293, Fluo-4 calcium flux, FDSS; active compounds read high; B-score at 10 µM; 310,000 tested, 0.63% active; AID 588675;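 active = plate-corrected calcium response at least 3 library SD above typical, normal starting fluorescence, not activating the receptor alone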;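 also: compound read alongside a low EC10 to EC30 dose of BAM8-22 agonist; peak minus trough fluorescence over baseline measured at the second addition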
TRPC6 inhibitor = inhibitors of mouse TRPC6 channel | Q61143 | B-score at 10 µM | HEK293-TRPC6, membrane potential dye, ACh-evoked depolarization; active compounds read low | 310,000 tested, 1.1% active;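 active = B-score under library mean minus 3 SD, initial fluorescence not abnormally high, positive integrated signal ratio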;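 also: B-score derived from integrated fluorescence ratio over the kinetic read; more negative B-score means stronger inhibition of depolarization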
TRPC4 act = TRPC4 (mouse) channel activation; Q9QUQ5; HEK293 TRPC4beta/mu-opioid, Fluo4 calcium fluorescence; active compounds read high; B-score at 10 µM; 310,000 tested, 0.49% active; AID 2237;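 active = B-score above 5 SD of library B-scores, and initial fluorescence ratio not above library mean plus 5 SD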;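 also: positive B-score marks a calcium rise read as TRPC4 activation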
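Assay system – TRPC4beta and mu-opioid receptor HEK293 stable cells · Measured by – Fluo4 fluorescence, kinetic · Schedule – dye loading 45 min room temperature, 110 s kinetic read · Read-out – B-scored integrated calcium fluorescence ratio · Controls – buffer and maximal DAMGO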
MrgX1 antagonist = antagonists of human MrgX1 receptor; Q96LB2; MRGX1-HEK293 calcium flux, Fluo-4, BAM8-22 antagonism; active compounds read low; B-score at 10 µM; 310,000 tested, 1.3% active; AID 588676;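 active = calcium-response B-score plate-corrected more than 3 library SD below zero, starting fluorescence within 5 deviations, no agonist response on first addition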;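 also: peak minus trough fluorescence over baseline after final BAM8-22 challenge near maximal dose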
RGS4 inh = human RGS4 inhibition; P49798; HEK293 M3R/RGS4 inducible, Fluo-4 calcium flux; active compounds read high; triggered by carbachol at its EC20; B-score at 10 µM; 310,000 tested, 0.45% active; AID 463165;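 active = B-score, a plate-corrected calcium signal, over three deviations above library mean, with baseline fluorescence within five deviations of library mean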;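 also: RGS4 expression induced by doxycycline in cells with stable M3 receptor; B-score is computed from the integrated fluorescence ratio over baseline after carbachol; higher B-score means a larger calcium signal and so more RGS4 inhibition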
ANO1 block = blocks the mouse calcium-activated chloride channel TMEM16A. Q8BHY3. normalized B-score (activity score, 25-100; higher = stronger inhibition) at 10 µM. 310,000 tested, 1.2% active. HEK293 TMEM16A/YFP iodide influx fluorescence, ionomycin;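 active = ratio plate-corrected score three or more library SD toward inhibition, starting fluorescence score within five deviations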;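 also: score derived from kinetic fluorescence span divided by baseline fluorescence per well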
Numbers without * were called inactive; i = inactive; nt = not tested or not shown.

Structure	TRPC4 block	TRPC6 activator	TMEM16A act	MrgX1 agonist	TRPC4 PAM	MrgX1 PAM	TRPC6 inhibitor	TRPC4 act	MrgX1 antagonist	RGS4 inh	ANO1 block
Cc1ccc(C(C(=O)NC2CCCC2)N(Cc2cccs2)C(=O)c2csnn2)o1 (stereo not given)	i	i	i	i	i	i	i	i	i	i	i
Nc1cc(Cl)ccc1N1CCCC1	i	i	i	i	i	i	i	i	i	i	i
Cc1ccc(C(=O)C(OC(=O)COc2ccccc2C)c2ccccc2)cc1 (stereo not given)	i	i	i	i	i	i	i	i	i	i	i
O=C(O)/C=C/C(=O)NC1CCCCCCCCCCC1	i	i	i	i	i	i	i	i	i	i	i
CC(=O)NCc1ccc(S(=O)(=O)NC(C(=O)O)C(C)C)cc1 (stereo not given)	i	i	i	i	i	i	i	i	i	i	i
O=C(CSc1nnc(-c2ccco2)n1CC1CCCO1)c1ccc(F)cc1 (stereo not given)	i	i	i	i	i	i	i	i	i	i	i
CC1CCC2C(C1)c1sc(=O)[nH]c1SC2(C)C (stereo not given)	i	i	i	i	i	i	i	i	i	i	i
CC1Cc2ccccc2N1C(=O)CN1C(=O)NC(C)(CCc2ccccc2)C1=O (stereo not given)	i	i	i	i	i	i	i	i	i	i	i
CCOC(=O)c1[nH]c(C)c(C(=O)OCc2ccccc2F)c1C	i	i	i	i	i	i	i	i	i	i	i
CCN(CC)CCn1c2c(c(SCC(=O)Nc3ccc4c(c3)OCCO4)nc1=O)CCC2	i	i	i	i	i	i	i	i	i	i	i
C#CCN(CC=C)C(=O)c1cccc(OC2CCN(S(C)(=O)=O)CC2)c1	i	i	i	i	i	i	i	i	i	i	i
CC(=O)NC(C)C(=O)OCC(=O)c1ccc(-c2ccccc2)cc1 (stereo not given)	i	i	i	i	i	i	i	i	i	i	i
O=C(COc1ccc(C(=O)NCCc2ccccc2)cc1)Nc1ccccc1	i	i	i	i	i	i	i	i	i	i	i
CC1c2[nH]c3ccccc3c2C[C@H]2C(=O)N(CCCO)CC(=O)N12 (stereo not given in full)	i	i	i	i	i	i	i	i	i	i	i
COc1cccc(NC(=O)COC(=O)c2ccccc2C(=O)N2CCN(c3ccccc3)CC2)c1	i	i	i	i	i	i	i	i	i	i	i
COc1ccc(-c2c[n+]3c(n2-c2ccccc2)SCC3)cc1	i	i	i	i	i	i	-8.24*	i	i	i	i
CCOC(=O)C1=C(O)C(=O)N(CCCn2ccnc2)C1c1ccc(C)cc1 (stereo not given)	i	i	i	i	i	i	i	i	i	i	i
Cc1ccc(C(=O)NCCc2nnc3ccc(N4CCCC4)nn23)cc1	i	i	i	i	i	i	i	i	i	i	i
Fc1ccccc1-c1nnc2ccc3ccccc3n12	i	i	i	i	i	i	i	i	i	i	i
CN(C)c1ccc(NC(=S)c2ccc3ccccc3n2)cc1	i	i	i	i	i	i	i	i	i	i	i
CCCn1c(SCC(=O)c2cc(C)c(C)cc2C)n[nH]c1=O	i	i	i	i	i	i	i	i	i	i	i
COc1ccccc1NC(=O)c1ccc(NC(=O)Cc2n[nH]c(=O)c3ccccc23)cc1	i	i	i	i	i	i	i	i	i	i	i
COC(=O)c1sc(N)c(C(=O)OC)c1COC(=O)CCNS(=O)(=O)c1ccc(C)cc1	i	i	i	i	i	i	i	i	i	i	i
CC(=O)c1c(C(C)=O)c(C)n(-c2nc(-c3ccccc3)c(C)s2)c1C	i	i	i	i	i	i	i	i	i	i	i
Cc1nn(-c2ccccc2)c(N2CCCC2)c1/C=C1\N=C(c2ccccc2)OC1=O	i	i	i	i	i	i	i	i	i	i	i
O=C(CCl)NNc1nc(-c2ccccc2)c2cc(Cl)ccc2n1	i	i	i	i	i	i	i	i	i	i	i
O=C(NNC(=O)c1ccccc1)C(=O)N1CCCCC1	i	i	i	i	i	i	i	i	i	i	i
CN1CCN(C(=O)/C=C/c2cccc(Cl)c2)CC1	i	i	i	i	i	i	i	i	i	i	i
NS(=O)(=O)c1ccc(NC(=O)c2ccc3c(c2)CCN3S(=O)(=O)c2ccccc2)cc1	i	i	i	i	i	i	i	i	i	i	i
COc1cc(C(=O)NCc2nnc(SCC(=O)N3CCCC3)o2)cc(OC)c1OC	i	i	i	i	i	i	i	i	i	i	i
CCC(CC)C(=O)Nc1ccc(C)cc1O	i	i	i	i	i	i	i	i	i	i	i
COc1ccc(S(=O)(=O)N(C(=O)c2ccco2)c2cc3sc(=O)oc3c3ccccc23)cc1	i	i	i	i	i	i	i	i	i	i	i
O=C(N/N=C/c1ccc(O)cc1)c1cccc(N/N=C/c2ccc(O)cc2)c1	i	i	i	i	i	i	i	i	i	i	i
N/C(=N\OC(=O)CN1C(=O)c2ccccc2C1=O)c1ccc(Cl)cc1	i	i	i	i	i	i	i	i	i	i	i
CCn1c(=O)n(CC)c2cc(S(=O)(=O)Nc3cc(C)cc(C)c3C#N)ccc21	i	i	i	i	i	i	i	i	i	i	i
COC(=O)[C@H]1[C@H](CCc2ccccc2)NC(=O)N(Cc2ccccc2)[C@@H]1C	i	i	i	i	i	i	i	i	i	i	i
CCOC(=O)Nc1ccc2c(COC(=O)CNS(=O)(=O)c3ccc(NC(C)=O)cc3)cc(=O)oc2c1	i	i	i	i	i	i	i	i	i	i	i
O=P(O)(c1ccc(Cl)cc1)c1ccc(Cl)cc1	i	i	i	i	i	i	i	i	i	i	i
COc1ccc(-n2c(SCC(N)=O)nnc2-c2ccc(NS(=O)(=O)c3ccc(C)cc3)cc2)cc1	i	i	i	i	i	i	i	i	i	i	i
NC(=O)c1cc(C(N)=O)nc(Cl)n1	i	i	i	i	i	i	i	i	i	i	i
COc1cc(C(=O)Nc2nnc(C)s2)c([N+](=O)[O-])cc1OC	i	i	i	i	i	i	i	i	i	i	i
COc1ccc(C)c2sc(N(CCCN(C)C)C(=O)c3ccc(S(=O)(=O)N4CCc5ccccc5C4)cc3)nc12	i	i	i	i	i	i	i	i	i	i	i
CCOC(=O)C1=C(C)Nc2nc(=S)[nH]n2C1c1ccc(Cl)cc1 (stereo not given)	i	i	i	nt	i	nt	i	i	nt	9.22*	nt
CC(C)Oc1ccc(CNC(=O)C2CCN(C(=O)N3CCOc4ccccc43)CC2)cc1	i	i	i	i	i	i	i	i	i	i	i
O=C(CCC(=O)N(CC(=O)NC1CCCCC1)c1ccc(F)cc1)Nc1nccs1	i	i	i	i	i	i	i	i	i	i	i
CCOC(=O)c1cnc2c(C)cc(C)cc2c1Nc1ccc(S(=O)(=O)Nc2ncccn2)cc1	i	i	i	i	i	i	i	i	i	i	i
CC1CCCC(NC(=O)c2cn(C)c3ccc(S(=O)(=O)N4CCCC4)cc3c2=O)C1C (stereo not given)	i	i	nt	i	i	i	i	i	i	i	i
C=CS(=O)c1sc(Cl)c(N2CCOCC2)c1[N+](=O)[O-] (stereo not given)	i	i	nt	nt	i	nt	i	i	nt	i	nt
NNc1ncnc2c1cnn2-c1ccccc1	i	i	i	i	i	i	i	i	i	i	i
O=C(O)c1ccccc1C(=O)NCC(O)COc1ccc(Cl)cc1 (stereo not given)	i	i	i	i	i	i	i	i	i	i	i
O=C(CNC(=O)c1ccco1)NCCCc1ccccc1	i	i	i	i	i	i	i	i	i	i	i
Brc1ccccc1OCCCN1CCCC1	i	i	i	i	i	i	i	i	i	i	i
Cn1cc(Cl)c(C(=O)NNC(=S)NCc2ccco2)n1	i	i	i	i	i	i	i	i	i	i	i
O=C(C1=C[C@@H](c2ccc(Br)cc2)C[C@@H](OCc2ccc(CO)cc2)O1)N1CCOCC1	i	i	i	i	i	i	i	i	i	i	i
COc1ccc(-c2cc(C(F)(F)F)n3nc(C(=O)NCCN4CCOCC4)cc3n2)cc1	i	i	i	i	i	i	i	i	i	i	i
CC(C)N(Cc1nc(-c2ccccc2)no1)C(=O)c1ccc(Br)o1	i	i	i	i	i	i	i	i	i	i	i
COC(=O)C1CCN(C(=O)COC(=O)Cn2cnnn2)CC1	i	i	nt	i	i	i	i	i	i	i	i
CCOc1ccc(N2C(=O)CC(/C=C3/N(C)c4ccccc4C3(C)C)C2=O)cc1 (stereo not given)	i	i	i	i	i	i	i	i	i	i	i
Cc1cccc(-c2nnnn2-c2cccc(C)c2)c1	i	i	i	i	i	i	i	i	i	i	i
Cc1cc(C)nc(NS(=O)(=O)c2ccc(NC(=O)Cc3ccc(F)cc3)cc2)n1	i	i	i	i	i	i	i	i	i	i	i

Following part.
Structure	TRPC4 block	TRPC6 activator	TMEM16A act	MrgX1 agonist	TRPC4 PAM	MrgX1 PAM	TRPC6 inhibitor	TRPC4 act	MrgX1 antagonist	RGS4 inh	ANO1 block
N#C/C(=C(/O)COc1ccc(Br)cc1)c1nnc2n1CCCCC2	i	i	i	i	i	i	i	i	i	i	i
O=[N+]([O-])c1ccc(CN2CCN(c3ccc([N+](=O)[O-])cc3)CC2)cc1	i	i	i	i	i	i	i	i	i	i	i
COc1ccc2c(c1)c1ncn(Cc3ccccn3)c(=O)c1n2C	i	i	i	i	i	i	i	i	i	i	i
O=C(NC1CCN(Cc2ccccc2)CC1)c1ccccc1	i	i	i	i	i	i	i	i	i	i	i
CC(C)CN(CC(C)C)C(=O)Nc1ccc(F)cc1F	i	i	i	i	i	i	i	i	i	i	i
COc1ccc(-c2nn(C)c(=O)c3ccccc23)cc1NC(=O)COc1ccccc1	i	i	i	i	i	i	i	i	-8.18*	i	i
Cc1ccccc1OCCn1cc(C(=S)N2CCN(C)CC2)c2ccccc21	i	i	i	i	i	i	i	i	i	i	i
CC1(C)CC(=O)C(C(=O)C2CCN(S(=O)(=O)c3ccccc3)CC2)C(=O)C1	i	i	i	i	i	i	i	i	i	i	i
COc1cc(C)c(Cl)cc1S(=O)(=O)N(C)C	i	i	i	i	i	i	i	i	i	i	i
